# High-throughput results deposited in PubChem by several laboratories.
# Efflux pump mplx = antifungal efflux pump inhibition, Nile Red retention; S. cerevisiae Candida pump triplex; inhibition, % at 10 µM; 0.44% of 330,000 active; AID 485275;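 active = plate passing quality check with inhibition over a set limit, or well fluorescence over plate mean plus 4 SD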;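 note: Nile Red retained in pooled yeast measured as flow cytometry median fluorescence; 0% = buffer negative control and 100% = Enniatin B positive control; higher means more Nile Red kept so more efflux inhibition; some compounds called inactive have numbers as strong as hits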
# CIT2-GFP yeast = yeast TOR pathway CIT2-GFP modulation; S. cerevisiae CIT2-GFP strain, flow cytometry, 3 h; 100 means same as DMSO wells; GFP response vs DMSO, % at 10 µM; 0.065% of 320,000 active;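 active = GFP response relative to DMSO above a set limit, near the screen mean plus 3 SD, cut at about 150% in these data; inconclusive = Fewer than 70 cells measured for a yeast strain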;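 note: ratio of well median GFP fluorescence to mean of DMSO wells on the plate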
# MEP2-GFP yeast = yeast TOR pathway MEP2-GFP modulation; S. cerevisiae MEP2-GFP strain, flow cytometry GFP, 3 h; 100% = DMSO control level; GFP response vs DMSO, % at 10 µM; 0.51% of 330,000 active; AID 2016;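 active = GFP response versus DMSO above a set limit, roughly screen mean plus 3 SD, cut at about 180% in these data; inconclusive = fewer than 70 cells counted for a yeast strain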;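 note: median GFP fluorescence of the barcode-gated MEP2-GFP cells per well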
# AGP1 TOR yeast = yeast TOR pathway AGP1-GFP modulation; S. cerevisiae AGP1-GFP multiplex flow cytometry, 3 h; GFP as percent of DMSO wells; GFP response vs DMSO, % at 10 µM; 0.02% of 320,000 active;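 active = GFP response relative to DMSO above a set limit, near screen average plus 3 SD, cut at about 150% in these data; inconclusive = fewer than 70 cells counted for the yeast strain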;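 note: median GFP channel fluorescence of the gated AGP1 strain per well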
# AHR activator = human AHR activation; activation, % at 5 µM; AHR-responsive luciferase reporter cells, luminescence; 2.5% of 320,000 active; P35869; in the data active = activation above about 47%;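 note: 0% = vehicle wells and 100% = reference agonist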
# Target sequence (P35869 whole entry, looked up): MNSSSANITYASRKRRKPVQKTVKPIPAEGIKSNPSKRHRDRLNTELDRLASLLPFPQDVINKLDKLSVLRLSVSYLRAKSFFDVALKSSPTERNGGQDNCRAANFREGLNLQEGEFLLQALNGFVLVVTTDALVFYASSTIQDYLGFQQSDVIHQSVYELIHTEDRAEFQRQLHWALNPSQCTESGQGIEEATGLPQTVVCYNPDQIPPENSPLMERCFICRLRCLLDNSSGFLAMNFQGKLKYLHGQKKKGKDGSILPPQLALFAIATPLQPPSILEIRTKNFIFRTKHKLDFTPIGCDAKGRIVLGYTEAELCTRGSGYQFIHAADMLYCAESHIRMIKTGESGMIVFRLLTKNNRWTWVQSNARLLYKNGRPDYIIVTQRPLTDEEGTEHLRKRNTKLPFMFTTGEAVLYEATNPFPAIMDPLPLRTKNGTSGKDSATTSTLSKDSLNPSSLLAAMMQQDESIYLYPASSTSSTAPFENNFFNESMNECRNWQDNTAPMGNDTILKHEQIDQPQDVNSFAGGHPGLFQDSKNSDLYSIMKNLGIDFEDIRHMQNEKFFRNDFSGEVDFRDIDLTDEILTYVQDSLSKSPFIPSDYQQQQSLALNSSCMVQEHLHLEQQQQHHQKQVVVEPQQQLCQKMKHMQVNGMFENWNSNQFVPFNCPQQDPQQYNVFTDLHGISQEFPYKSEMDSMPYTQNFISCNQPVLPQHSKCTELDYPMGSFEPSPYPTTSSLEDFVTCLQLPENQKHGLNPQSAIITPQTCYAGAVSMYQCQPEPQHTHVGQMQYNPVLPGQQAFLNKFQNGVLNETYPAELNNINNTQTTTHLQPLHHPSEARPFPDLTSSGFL
# RPL19A-GFP yeast = yeast TOR pathway RPL19A-GFP modulation; S. cerevisiae RPL19A-GFP strain, flow cytometry, 3 h; hits give low values; percent response vs DMSO, % at 10 µM; 0.3% of 330,000 active; AID 2025;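 active = percent response vs DMSO below 50%; inconclusive = fewer than 70 events counted for the yeast strain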;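 note: median channel GFP fluorescence of the barcoded RPL19A-GFP strain; ratio of sample median GFP to plate DMSO average so 100% = DMSO; lower means less RPL19A-GFP as with rapamycin TOR inhibition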
# LAP4-GFP MLPCN = alters LAP4-GFP fluorescence in TOR pathway yeast screen | GFP response vs DMSO, % at 10 µM | S. cerevisiae LAP4-GFP multiplex, flow cytometry GFP, 3 h; median GFP as percent of DMSO wells | AID 2023 | 0.34% of 320,000 active;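 active = GFP response vs DMSO above a set limit, about the screen mean plus 3 SD, cut at about 150% in these data; inconclusive = under 70 cell events counted for the yeast strain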
# CR mimetic SO = yeast age-related superoxide inhibition as caloric restriction mimetic | superoxide response (% of plate mean), % at 10 µM | S. cerevisiae aged cells, superoxide DHE fluorescence; hits give low values | 0.18% of 330,000 active;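 active = superoxide response under a set limit, about three screen SD below normal, cut at about 65% in these data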;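 note: yeast aged for seven days with compound at 30 °C before DHE staining; 100% = average MFI of all compound-treated wells on the plate with controls excluded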
# * hit, by the source's call; ? = inconclusive; / = not tested or not shown; [ ] = dose if it differs, or a comment.
# Start of the listing, in advance, 11 compounds:
# Every second line gives: Efflux pump mplx	CIT2-GFP yeast	MEP2-GFP yeast	AGP1 TOR yeast	AHR activator	RPL19A-GFP yeast	LAP4-GFP MLPCN	CR mimetic SO
> Cn1c(=O)c([N+](=O)[O-])c(N2CCN(Cc3ccc4c(c3)OCO4)CC2)c2ccccc21
 : 0.2	107	102	111	8	99	112	76
> NS(=O)(=O)c1ccc(CCNC(=O)COC(=O)Cc2ccc([N+](=O)[O-])cc2)cc1
 : 0.0	96	102	103	1	102	100	91
> COc1ccc(NC(=O)C/C(C)=N/NC(=O)c2ccco2)c([N+](=O)[O-])c1
 : -0.5	?	396*[may fluoresce violet]	?	2	52[may fluoresce violet]	79[may fluoresce violet]	98
> Cc1cc(C(=O)CN2C(=O)NC3(CCCc4sccc43)C2=O)c(C)n1-c1ccccc1 (stereo not drawn)
 : -0.2	103	103	107	2	96	98	106
> COc1ccccc1CN1CCC(n2nccc2NC(=O)CCOc2ccccc2)CC1
 : 0.0	93	93	98	5	96	91	109
> O=C(c1ccccc1CCc1ccccc1)N1CCOCC1
 : -0.1	95	99	/	-1	94	101	96
> C=CCN(C(=O)CNC(=O)c1cccs1)C(C(=O)NC(C)(C)C)c1ccccc1 (stereo not drawn)
 : -0.1	103	104	102	-6	100	99	98
> COc1ccc(C(c2c(O)ccc3ccccc23)N2CCOCC2)c(OC)c1 (stereo not drawn)
 : 0.2	99	101	94	25	100	102	93
> O=C(Nc1ccccc1[N+](=O)[O-])c1cccnc1Cl
 : -7.3	109	105	98	4	100	96	113
> O=C(NC(=S)Nc1ccc2nc[nH]c2c1)c1ccccc1
 : -0.1	168*[may fluoresce green]	114[may fluoresce green]	120[may fluoresce green]	3	95[may fluoresce green]	108[may fluoresce green]	108
> NNC(=O)CSc1c(-c2cccs2)[nH]c2ccccc12
 : 0.2	100	106	96	13	97	104	97

# Results (from the top)
# Every second line gives: Efflux pump mplx	CIT2-GFP yeast	MEP2-GFP yeast	AGP1 TOR yeast	AHR activator	RPL19A-GFP yeast	LAP4-GFP MLPCN	CR mimetic SO
> Cn1c(=O)c([N+](=O)[O-])c(N2CCN(Cc3ccc4c(c3)OCO4)CC2)c2ccccc21
 : 0.2	107	102	111	8	99	112	76
> NS(=O)(=O)c1ccc(CCNC(=O)COC(=O)Cc2ccc([N+](=O)[O-])cc2)cc1
 : 0.0	96	102	103	1	102	100	91
> COc1ccc(NC(=O)C/C(C)=N/NC(=O)c2ccco2)c([N+](=O)[O-])c1
 : -0.5	?	396*[may fluoresce violet]	?	2	52[may fluoresce violet]	79[may fluoresce violet]	98
> Cc1cc(C(=O)CN2C(=O)NC3(CCCc4sccc43)C2=O)c(C)n1-c1ccccc1 (stereo not drawn)
 : -0.2	103	103	107	2	96	98	106
> COc1ccccc1CN1CCC(n2nccc2NC(=O)CCOc2ccccc2)CC1
 : 0.0	93	93	98	5	96	91	109
> O=C(c1ccccc1CCc1ccccc1)N1CCOCC1
 : -0.1	95	99	/	-1	94	101	96
> C=CCN(C(=O)CNC(=O)c1cccs1)C(C(=O)NC(C)(C)C)c1ccccc1 (stereo not drawn)
 : -0.1	103	104	102	-6	100	99	98
> COc1ccc(C(c2c(O)ccc3ccccc23)N2CCOCC2)c(OC)c1 (stereo not drawn)
 : 0.2	99	101	94	25	100	102	93
> O=C(Nc1ccccc1[N+](=O)[O-])c1cccnc1Cl
 : -7.3	109	105	98	4	100	96	113
> O=C(NC(=S)Nc1ccc2nc[nH]c2c1)c1ccccc1
 : -0.1	168*[may fluoresce green]	114[may fluoresce green]	120[may fluoresce green]	3	95[may fluoresce green]	108[may fluoresce green]	108
> NNC(=O)CSc1c(-c2cccs2)[nH]c2ccccc12
 : 0.2	100	106	96	13	97	104	97
> Cc1ccc(C(=O)OCC(=O)NNC(=O)c2ccccc2)c(O)c1
 : -0.5	94	96	100	-2	98	103	97
> Cc1cccc(NC(=O)C2CCN(C(=O)N3CCOc4ccccc43)CC2)c1C
 : -0.1	114	84	103	-5	94	104	100
> CCN1C(=O)NC2=C(C(=O)c3ccccc32)C1c1ccccc1F (stereo not drawn)
 : 0.4	90	100	95	24	98	95	118
> O=C(CCn1cccn1)Nc1ccc2c(c1)OCCO2
 : -0.1	100	94	95	11	93	97	97
> CNC(=O)CN(Cc1ccccc1)S(=O)(=O)c1ccccc1
 : 0.1	104	105	107	-2	105	107	135
> COc1ccc(S(=O)(=O)CCc2nnc(NC(=O)c3ccc(F)cc3)s2)cc1
 : -0.2	100	102	104	-2	98	99	88
> COc1ccc(NC(=O)Nc2cccc([N+](=O)[O-])c2)cc1Cl
 : 0.2	103	104	106	0	102	98	106
> Cc1nn(C)c(Cl)c1CN1CCC(CO)(CC2CCCCO2)CC1 (stereo not drawn)
 : -0.1	114	104	105	2	104	98	100
> O=c1c2ccccc2nc2n1CCO2
 : -0.2	101	100	101	2	103	97	109
> Cc1cccc(N=C2NC(=O)/C(=C/C=C/c3ccco3)S2)c1C
 : 0.9	112	100	91	0	96	162*	98
> CCOC(=O)Nc1ccc2c(COC(=O)c3ccccc3O)cc(=O)oc2c1
 : -0.1	101	97	96	-2	92	88	105
> O=C(CCCc1nc2ccccc2s1)Nc1ccc(N2CCOCC2)cc1
 : 0.0	94	101	98	4	98	119	92
> O=C(CN1CCN(c2ccccn2)CC1)Nc1ccc(OCc2ccccc2)cc1
 : 0.1	87	92	91	-3	94	93	107
> COc1ccc(/C=C2/NC(=O)CNC2=O)cc1
 : -0.1	104	103	106	5	105	92	97
> CC1CN(C(=O)COC(=O)c2cc(=O)c3ccccc3o2)CC(C)O1 (stereo not drawn)
 : 0.0	109	98	105	3	100	95	112
> COC(=O)CCCCCCCC(=O)Nc1nnc(C(F)(F)F)s1
 : -0.1	100	98	108	8	96	108	118
> COc1cccc(C(C[N+](=O)[O-])c2c(C)[nH]n(-c3ccccc3)c2=O)c1 (stereo not drawn)
 : 0.4	91	98	94	4	96	120	129
> CCOC(=O)c1c(NC(=O)c2ccc(S(=O)(=O)N3CCOCC3)cc2)sc2c1CCN(C(C)C)C2
 : 0.1	93	116	95	2	98	91	85
> CCN(Cc1ccc(NC(C)=O)cc1)CC1CCCN(CCc2cccc(F)c2)C1 (stereo not drawn)
 : -0.1	103	104	103	/	104	98	99
> CC(/C=N/NC(=O)Cn1cnc2c1c(=O)n(C)c(=O)n2C)=C\c1ccco1
 : 0.0	98	91	101	3	92	98	91
> O=C(O)c1ccccc1C(=O)Nc1cc(-c2ccccc2)[nH]n1
 : 0.0	99	108	96	1	105	90	108
> CN(C)c1cccc2c(S(=O)(=O)Nc3ccccn3)cccc12
 : 0.4	/	108	102	-2	100	97	86
> Cc1nnc(NC(=O)c2cccc(S(=O)(=O)N3CCN(C)CC3)c2)s1
 : 0.0	94	97	109	-1	96	107	103
> Cc1c(Cl)cccc1NC(=O)CNC(=O)C1CC(=O)N(CCc2ccccc2)C1 (stereo not drawn)
 : 0.1	96	104	104	0	101	105	104
> CCN(CC(=O)NCc1cccs1)CC(=O)Nc1ccc(C(N)=O)cc1
 : 0.0	93	96	100	0	96	95	92
> O=C(O)/C=C/c1cnc2ccccc2n1
 : -0.1	106	99	103	5	99	106	82
> CCOC(=O)C1(CCOC)CCN(C2C3CC4CC(C3)CC2C4)CC1 (stereo not drawn)
 : -0.1	90	99	93	1	97	90	96
> CCC(C)c1ccc(NS(=O)(=O)c2c(C)[nH]c(=O)[nH]c2=O)cc1 (stereo not drawn)
 : -0.2	111	100	101	1	104	101	107
> COCCNC(=S)N(CCc1c(C)[nH]c2ccc(C)cc12)Cc1cc(OC)c(OC)c(OC)c1
 : 0.1	105	111	111	41	107	107	92
> COc1ccc(NC(=O)c2nc3ccccc3s2)cc1
 : 0.2	94	93	96	24	102	101	72
> S=C(Nc1ccccc1)N(CCN1CCOCC1)Cc1cccc(Cl)c1
 : -0.2	97	102	103	1	100	105	102
> O=C(CSc1cccc[n+]1[O-])CSc1cccc[n+]1[O-]
 : 0.3	78	103	99	-1	94	159*	102
> O=C(O)COCCN1CCN(C(c2ccccc2)c2ccc(Cl)cc2)CC1 (stereo not drawn)
 : 0.0	100	99	99	0	88	103	98
> COc1ccc(OC)c(N(CC(=O)Nc2cccnc2)S(C)(=O)=O)c1
 : 0.2	86	97	91	-5	94	95	114
> COc1ccc(-n2cc(-c3ccccc3)[nH]c2=S)c(OC)c1
 : 0.1	95	102	92	5	98	97	86
> CCOc1cc(C(=O)N(CC)CC(=O)Nc2c(F)cccc2F)ccc1OCC(=O)N1CCCCC1
 : 0.3	101	119	103	6	103	108	112
> Fc1ccc(-c2csc(N3CCSCC3)n2)cc1
 : -0.1	103	98	104	-5	101	98	108
> CC(=O)Nc1ccc(C2(c3ccc(NC(C)=O)cc3)NC(=O)c3ccccc32)cc1
 : 0.0	100	103	102	-4	99	91	105
> COc1cc(NC2c3ncccc3C(=O)N2Cc2ccco2)cc(OC)c1OC (stereo not drawn)
 : 0.2	101	104	103	-2	103	93	112

# (more compounds)
# Every second line gives: Efflux pump mplx	CIT2-GFP yeast	MEP2-GFP yeast	AGP1 TOR yeast	AHR activator	RPL19A-GFP yeast	LAP4-GFP MLPCN	CR mimetic SO
> COc1ccc(Nc2nc(C)nc3c2oc2ccccc23)c(OC)c1
 : -0.1	101	118	86	14	108	98	97
> COc1ccc2cc(C#N)c(Nc3cccc(F)c3)nc2c1
 : 0.1	104	98	97	11	99	98	120
> COCCCNc1nc2nonc2nc1N(C)CC1CCCN1C (stereo not drawn)
 : 0.2	98	103	104	1	98	100	99
> O=C1C=C(c2cccc(CO)c2)C[C@@H](c2ccc3c(c2)OCO3)C1
 : 0.1	98	101	102	73*	97	98	115
> CCNC(=O)c1ccccc1CCc1ccccc1
 : 0.4	95	100	104	3	100	105	111
> CCCCCN(C(=O)CN(C)Cc1ccc(OC)cc1OC)c1c(N)n(CCCC)c(=O)[nH]c1=O
 : 0.1	111	111	105	0	106	106	93
> COc1ccc(C)cc1Nc1n[n+](-c2ccccc2)c(-c2ccc(OC)c(OC)c2OC)s1
 : 0.0	95	96	95	12	92	92	96
> CCN(CC)S(=O)(=O)c1ccc(C(=O)Nc2nnc(-c3ccco3)o2)cc1
 : -0.1	101	98	103	4	104	94	80
> CC(C)(C)NC(=O)c1ccc(NC(=O)C2COc3ccccc3O2)cc1 (stereo not drawn)
 : 0.3	104	102	100	4	100	99	111
> CCc1c(C(=O)NNC(=S)NC2CCCCC2)csc1C
 : -0.1	87	92	91	-1	89	93	96
> Cc1cc(C)nc(SCc2nc3nc(C)cc(C)n3c2Br)n1
 : 0.0	101	97	97	6	94	100	86
> COc1cc(CCC(C)NCc2ccccc2)ccc1O (stereo not drawn)
 : 0.5	104	100	99	1	104	96	74
> COCCCN(CC(=O)Nc1ccc(N2CCOCC2)cc1)S(=O)(=O)c1ccc(Cl)cc1
 : 0.0	126	99	113	4	98	97	102
> Cc1nn(C)cc1/C=N/NC(=O)c1ccc2c(c1)OCO2
 : 0.0	111	104	102	3	101	101	86
> Cc1nc(NC(=O)/C=C/c2ccc(C(C)(C)C)cc2)sc1C(=O)N(C)C
 : 0.0	98	104	100	1	102	101	102
> COc1ccc(NC(=O)Cc2ccccc2)cn1
 : 0.2	98	105	107	3	101	110	88
> COc1ccccc1N1CCN(S(=O)(=O)CCNC(=O)Cc2ccc(F)cc2)CC1
 : 0.0	78	92	98	-2	89	93	163
